Screening results: PubChem, several laboratories
AI-2 QS modul: modulators of Vibrio harveyi AI-2 quorum sensing system; activity change, % at 7.5 µM; 0.4% of 300,000 active; Vibrio harveyi JMH597 AI-2 luminescence/OD600 ratio, 9 h; active compounds read low; strain lacks LuxN and CqsS sensors; 0 = neutral-control median; in the data active = activity change below about -75%, passing the limit was not always enough; inconclusive = no clear call, values can overlap the other calls;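 note: luminescence divided by OD600 gain over 9 h not by final OD600 alone; inactives centre near 13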
HSF-1 act: increases HSF-1 driven luciferase reporter signal; 1.7% of 300,000 active; activation, % at 9 µM; NIH3T3-HGL HSF-1 luciferase reporter, MG132, 8 h; 100% = twice DMSO control signal;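 active = mean replicate activation of at least 50% with a set share of replicates each reaching 50%; inconclusive = only one of those two conditions met; inactive = mean below 50% and too few replicates reaching it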;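 note: 0% = median of the neutral control wells and 100% = twice that signal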
PolyA inhibitor: yeast polyadenylation inhibition. S. cerevisiae SKY197-pL101 polyadenylation reporter, beta-gal luminescence; efflux-impaired pdr1/pdr3 knockout yeast; score 100 = 6 SD above DMSO. calls only at 12 µM. 0.02% of 300,000 active. AID 1875;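 active = lowest replicate activity score at least 50, where 100 means six control SD above control mean; inconclusive = lowest score under 50 but half or more replicates reach 50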;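 note: yeast exposed to compound for 9 h at 30 °C; higher score means more reporter readthrough which indicates perturbed polyadenylation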
GSK3beta inhib: human GSK3beta kinase inhibition | P49841 | GST-GSK3beta kinase, ADP-Glo luminescence, 60 min; active compounds read low | activity score (negative = inhibition), % at 10 µM | 0.038% of 300,000 active | AID 2097;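 active = more than half of replicate wells score below -50%, meaning over 50% inhibition versus plate controls; inconclusive = some replicates but at most half score below -50%; inactive = no replicate scores below -50%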;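 note: 0% = median DMSO wells and -100% = median GW8510 positive control wells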
Target sequence (P49841 whole entry, looked up): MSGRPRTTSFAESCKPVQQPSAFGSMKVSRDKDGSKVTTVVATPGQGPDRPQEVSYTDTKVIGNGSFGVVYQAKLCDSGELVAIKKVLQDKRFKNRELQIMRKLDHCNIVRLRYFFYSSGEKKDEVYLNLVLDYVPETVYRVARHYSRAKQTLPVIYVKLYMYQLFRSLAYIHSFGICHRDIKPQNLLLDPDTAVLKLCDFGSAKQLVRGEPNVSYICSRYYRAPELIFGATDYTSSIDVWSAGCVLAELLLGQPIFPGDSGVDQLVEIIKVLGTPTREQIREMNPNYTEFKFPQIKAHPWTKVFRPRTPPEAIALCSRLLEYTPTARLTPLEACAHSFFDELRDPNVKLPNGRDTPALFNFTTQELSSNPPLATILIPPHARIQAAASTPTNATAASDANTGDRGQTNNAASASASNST
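Test system – GST-tagged human GSK3beta kinase, cell-free · Incubation – 60 min enzyme reaction, room temperature · Signal – ADP-Glo luminescence · Also added – peptide substrate and ATP at 25 µM · Controls – DMSO neutral wells and GW8510 at 20 µM as positive · Buffer or medium – Tris/MgCl2 kinase buffer · Measure – Luminescence-derived activity versus plate DMSO and GW8510 wells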
aSyn UTR inh: MLPCN primary screen, SNCA 5' untranslated region | alpha-synuclein 5'UTR reporter, inhibitor activity | inhibition, % (tested at 7.5 µM) | 0.82% of 300,000 active | AID 1813; in the data active = inhibition above about 60%; inconclusive = no clear call, values can overlap the other calls;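 note: H4 neuroglioblastoma cells stably carrying SNCA 5'UTR luciferase fusion; 0% = DMSO wells and 100% = positive control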
HSP90 inh: inhibitors of HSP90 luciferase refolding in rabbit reticulocyte lysate; 0.91% of 290,000 active; AID 1789; luciferase refolding luminescence, 3 h; inhibition, % at 5.6 µM;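 active = inhibition above the screen-wide mean plus 3 SD, computed separately per campaign, cut at about 16% in these data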;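 note: 0% = DMSO wells and 100% = 60 µM geldanamycin wells; inhibitors lower the luminescence because luciferase stays unfolded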
GSK3A inh: inhibitors of human GSK-3 alpha kinase; inhibition, % at 10 µM; ADP-Glo luminescence, 60 min; P49840; 0.1% of 320,000 active;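 in the data active = inhibition above about 50%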;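 note: GST-tagged GSK-3 alpha with peptide substrate and 25 µM ATP; 0% = DMSO neutral wells and 100% = GW8510 positive control wells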
Target sequence (P49840 whole entry, looked up): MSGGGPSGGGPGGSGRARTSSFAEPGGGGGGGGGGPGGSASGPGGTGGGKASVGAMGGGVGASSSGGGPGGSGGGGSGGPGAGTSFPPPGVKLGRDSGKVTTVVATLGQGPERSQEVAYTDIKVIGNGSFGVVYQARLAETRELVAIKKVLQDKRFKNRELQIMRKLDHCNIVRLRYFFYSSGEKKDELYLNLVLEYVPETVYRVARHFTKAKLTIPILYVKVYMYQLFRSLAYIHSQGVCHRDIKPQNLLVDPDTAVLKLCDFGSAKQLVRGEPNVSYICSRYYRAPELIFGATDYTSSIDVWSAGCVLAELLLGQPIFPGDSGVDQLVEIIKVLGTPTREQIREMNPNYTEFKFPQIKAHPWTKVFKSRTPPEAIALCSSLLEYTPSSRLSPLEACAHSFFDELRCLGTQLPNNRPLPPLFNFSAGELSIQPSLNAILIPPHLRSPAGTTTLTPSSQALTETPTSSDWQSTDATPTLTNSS
IEC-6 tox: counter-screen for KLF5 inhibitors: cytotoxicity in IEC-6 cells | IEC-6 cytotoxicity, luminescence viability | inhibition, % at 5 µM | 0.78% of 290,000 active; in the data active = inhibition above about 22%;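 note: 0% = plate median of test compound wells and 100% = cytotoxic reference compound wells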
HSF1 inhib: HSF1 inhibition; NIH3T3-HGL HSE-luciferase, MG132-induced, luminescence 8 h; active compounds read low; activity change, negative = inhibition, % at 7.5 µM (by protocol); 0.77% of 300,000 active; AID 2098;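 active = more than half of replicate wells show activity change below -50%, luminescence cut by over half; inconclusive = some wells, but at most half, below -50%; inactive = no replicate well below -50%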;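 note: luciferase reports HSF-1 transcriptional activity via heat shock element; 0% = median of DMSO wells and -100% = zero luminescence signal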
KLF5 inh: kruppel-like factor 5 inhibition. DLD-1 KLF5 promoter-luciferase reporter, luminescence. inhibition, % at 5 µM. 0.23% of 290,000 active. AID 1700;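 active = inhibition above a per-plate limit of that plate's mean compound inhibition plus 3 SD, cut at about 60% in these data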;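 note: 0% = DMSO wells and 100% = LY294002 at 200 µM; higher means less KLF5 promoter-driven luciferase light; inactives centre near -14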
* hit, by the source's call; i = inactive; ? = inconclusive; · = no result given. Only part of the results is shown, so the mix of outcomes need not match the whole.

Compound	AI-2 QS modul	GSK3A inh	aSyn UTR inh	HSF1 inhib	GSK3beta inhib	KLF5 inh	HSP90 inh	PolyA inhibitor	HSF-1 act	IEC-6 tox
Cc1cccc(C)c1-n1c(C)cc(/C=C2\NC(=O)NC2=O)c1C	20.6	-0.3	19.0	-51.9*	-3.5	-13.8	0.6	i	-61.8	0.5
Cc1ccc(S(=O)(=O)CCC(=O)OCC(=O)NC(=O)c2ccccc2)cc1	18.6	-1.9	17.8	-8.9	2.0	·	·	i	-1.9	·
Cc1sc(N/N=C/c2cc([N+](=O)[O-])ccc2O)nc1-c1ccccc1	7.9	·	-29.6	4.7	-5.3	-19.2	1.1	i	-11.8	8.4
Clc1cc(Br)ccc1NCc1cccnc1	18.8	-1.8	-8.8	-2.0	-1.7	-16.7	7.0	i	9.4	1.3
CCOc1cc(CNCCO)cc(Br)c1OCc1ccccc1Cl	9.9	4.6	-7.6	-6.4	-0.8	-1.3	1.5	i	-11.8	1.4
O=C(NCc1cccnc1)c1ccccc1NS(=O)(=O)c1ccccc1	6.8	-3.2	1.4	-0.1	2.2	-13.6	-0.6	i	14.1	3.3
CCOc1ccc(N2C(=O)Nc3ccccc3C2(O)C(=O)NCc2ccc(OC)cc2)cc1 (stereo unspecified)	·	·	3.5	-2.0	·	-24.6	-0.4	i	8.7	-0.7
CCN(CC)S(=O)(=O)c1cccc(C(=O)NC(Cc2c[nH]c3ccccc23)c2nnc3n2CCCCC3)c1 (stereo unspecified)	26.0	5.2	7.0	-4.1	6.1	-46.7	-7.0	i	-8.9	0.9
CCN1CC(CN(C)Cc2nc(-c3ccc(OC)c4ccccc34)oc2C)CC1=O (stereo unspecified)	9.4	0.5	-8.7	-4.9	1.6	-14.0	3.4	i	1.9	6.7
NS(=O)(=O)c1cccc(NS(=O)(=O)c2cccc(C(F)(F)F)c2)c1	33.5	-0.9	16.3	-0.9	2.7	-4.8	-2.1	i	-3.1	-7.7
O=C(O)c1ccc(Cl)c(S(=O)(=O)N(Cc2ccccc2)c2ccccc2Cl)c1	-3.2	-8.3	9.1	-4.9	0.2	-2.3	-4.3	i	-1.2	9.7
O=C(N/N=C/c1ccccc1O)c1cccc(C(F)(F)F)c1	-19.8	5.8	82.4*	9.8	-2.5	-11.0	3.5	i	-6.7	0.7
Cc1oc2c(C)c3oc(=O)c(CCC(=O)N4C[C@H]5C[C@@H](C4)c4cccc(=O)n4C5)c(C)c3cc2c1C	-2.7	-3.1	43.6	-3.7	3.4	-10.0	0.3	i	5.2	1.1
COc1ccc(S(=O)(=O)NCc2ccc3c(c2)cc(C)n3C)cc1	12.7	-3.6	1.6	-0.8	-16.1	-35.2	2.0	i	5.5	-1.3
O=C(c1cccc2ccccc12)N1CCN(c2ccccc2F)CC1	24.8	-4.6	5.1	5.8	-3.2	2.0	4.6	i	24.0	2.6
Cc1cc(NC(=O)CSc2nnc(CNc3ccc(F)cc3)n2C2CCCCC2)no1	17.7	·	19.2	12.9	-1.4	-13.2	-2.3	i	31.3	-8.6
COc1ccc(C)c2sc(N(CCCN(C)C)C(=O)c3ccc(S(=O)(=O)N(C)C)cc3)nc12	9.1	-2.5	-9.1	-4.6	-1.6	-0.9	0.5	i	9.0	0.7
CC(=O)Nc1ccc(NC(=O)c2ccc(-n3c(C)ccc3C)cc2)cc1	22.7	-2.6	-31.8	-0.5	-2.0	-29.5	-0.5	i	18.0	-1.5
CCN(CC)C(=S)NC(=O)Cc1ccccc1	16.8	0.1	-1.0	-0.2	3.1	-24.2	1.0	i	0.6	-3.8
Cc1ccc(CCNC(=O)CCNS(=O)(=O)c2ccc3c(c2)oc(=O)n3C)cc1	-5.5	0.0	-4.8	0.1	-8.0	-4.9	4.4	i	-18.9	2.6
Cc1cc(NC(=O)CSc2ccc(-c3ccc(F)cc3)nn2)no1	2.7	-1.2	-20.0	-0.3	-4.5	-27.2	-3.5	i	-3.7	3.2
Cc1occc1C(=O)Nc1cnn(CCCC(=O)O)c1	15.0	-1.4	7.3	-0.3	1.5	-8.7	-1.4	i	-10.0	2.3
O=C(O)c1ccc(Cl)c(S(=O)(=O)Nc2ccccc2Cc2ccccc2)c1	-0.7	-5.9	5.3	0.0	1.3	-13.6	-2.7	i	4.9	-6.7
COC(=O)c1cccc(C(=O)N2CCC(CCC(=O)NCc3ccc(F)cc3)CC2)c1	1.0	-1.0	4.2	-3.1	-0.2	-24.3	-2.9	i	10.5	0.5
CC(=O)Nc1ccc(NC(=O)C(C)OC(=O)C2CCN(S(=O)(=O)c3ccc4c(c3)OCCO4)CC2)cc1 (stereo unspecified)	17.1	-1.5	5.3	-2.2	-4.9	·	·	i	-10.8	·
O=C(O)C1=NN(c2ccccc2)C(=O)C1	8.0	-2.1	-7.8	-5.1	0.7	-11.0	-1.0	i	-5.8	-5.6
COC(=O)CCC(=O)NC(=S)Nc1c(C)cccc1C	8.2	-2.3	3.7	-5.8	0.4	-14.1	-2.6	i	-11.0	-4.6
Cc1ccc2sc(N(CCN(C)C)C(=O)/C=C/c3cccs3)nc2c1C	10.7	-1.9	-3.9	14.9	2.0	-18.6	-1.0	i	23.6	-1.4
N#CCC1c2ccccc2CCN1C(=O)Nc1ccc(Cl)cc1 (stereo unspecified)	36.2	·	-3.6	2.5	-3.4	4.0	-0.5	i	14.5	3.8
CC(C)C(=O)N1CCN(c2ccccc2NC(=O)c2cccc3ccccc23)CC1	·	-1.7	10.8	2.6	·	-8.9	-0.6	i	-4.3	-5.4
Oc1ccc(F)cc1-c1cc(-c2ccc3c(c2)OCCO3)n[nH]1	12.7	1.3	-151.5	60.6	-1.7	-148.5	-4.0	i	105.3*	4.5
COc1cc(-c2nnc(SC/C=C/c3ccccc3)n2N)cc(OC)c1OC	6.7	0.2	9.0	45.7	0.3	-6.1	-3.1	i	79.2*	-0.1
Cc1ccccc1NC(=O)COC(=O)CN1C(=O)NC(C)(C)C1=O	27.0	-1.1	-3.6	-4.7	-0.9	-5.6	-0.4	i	-17.5	-5.7
C/C(Cc1ccccc1)=N\NC(=O)CNC(=O)c1ccccc1Br	18.4	-2.3	-9.0	-6.8	2.6	-9.2	-2.8	i	0.0	-2.1
O=C(COC(=O)CCc1ccccc1)NC1CCS(=O)(=O)C1 (stereo unspecified)	27.7	3.2	2.6	-0.2	-2.2	·	·	i	-21.4	·
c1ccc2nc(-c3ccc4c(c3)OCO4)ccc2c1	28.8	-1.0	-81.4	26.2	-0.3	-136.9	2.8	i	47.8	9.9
O=C(COC(=O)Cc1cccc(C(F)(F)F)c1)NCC1CCCO1 (stereo unspecified)	50.1	-2.8	-10.2	-4.9	0.1	-24.1	7.2	i	-13.4	-1.7
CCN(CC#CCC1(O)c2ccccc2-c2ccccc21)CCO	10.3	-0.4	-3.9	-11.1	-1.0	-0.8	0.4	i	15.6	4.5
Fc1ccc(NC(=S)N/N=C/c2ccc(F)c(F)c2)cc1	-60.4	-0.3	-64.9	25.7	0.9	-112.5	-2.3	i	38.5	5.3
COc1cc(C(=O)NCc2cccnc2)ccc1OCC(=O)Nc1cccc(C(F)(F)F)c1	-15.1	-2.0	-37.7	9.0	2.7	·	·	i	25.6	·
O=C(NC1CCCC1)C(c1ccc(F)cc1)N(Cc1ccc(F)cc1)C(=O)CCl (stereo unspecified)	12.8	-1.6	-14.8	-6.5	2.8	-8.1	2.0	i	11.3	-1.6
Cc1cc(C)c2nc(N3CCC(C(=O)N4CCN(c5ncccn5)CC4)CC3)sc2c1	15.6	2.4	-15.1	0.6	1.8	-20.8	3.5	i	-12.0	-5.2
CCC(C(=O)NCCc1ccc(OC)cc1OC)n1nc(C)n2c(cc3occc32)c1=O (stereo unspecified)	-8.0	-16.2	-0.4	27.6	0.1	1.1	-2.6	i	17.2	-3.2
C/C=C(\C)C(=O)NCCN1C2=NC[C@H](C(C)C)N2C[C@H]1Cc1ccc(O)cc1	29.9	-1.2	-8.1	3.3	1.8	-26.0	-1.6	i	2.3	-2.5
COc1ccccc1C(=O)Nc1cc2cc(Br)ccc2oc1=O	29.5	-1.6	-47.6	0.0	-4.0	-20.9	-0.5	i	32.0	1.5
Cc1ccc(-c2csc3ncnc(SCC(=O)NCc4ccc5c(c4)OCO5)c23)cc1	3.4	0.9	13.8	1.4	0.6	-9.1	1.7	i	-4.4	3.1
COc1ccnc(Oc2ccc(F)cc2)c1C#N	13.3	-1.2	16.8	1.9	1.3	-26.9	5.6	i	9.4	5.5
CCc1ccc(C(O)(CC(C)C)C(CN2CCOCC2)c2ccccc2)cc1 (stereo unspecified)	-1.7	-0.3	?	-1.3	-1.4	0.8	1.2	i	-5.6	-5.2
CSCC[C@H](NC(=O)[C@H]1CC[C@H](CNC(=O)[C@@H](N)Cc2ccccc2)CC1)C(=O)O	1.1	-2.1	-1.4	-1.5	-0.6	-18.8	2.0	i	-4.3	2.7
Cc1cccnc1CN1CCN(C(=O)CCc2nnc(CCc3ccccc3)o2)CC1	11.3	-1.2	-72.0	8.2	-1.0	-26.3	4.9	i	10.1	0.1
COc1cc(S(=O)(=O)Nc2c(C)nn(C)c2C)ccc1NC(C)=O	14.5	-1.8	5.0	0.0	-1.0	·	·	i	7.3	·
COc1ccc(NC(=O)CN2CCN(C(=O)N3CCOCC3)CC2)cc1	4.1	3.3	12.3	-4.7	0.8	-5.5	-4.4	i	6.6	2.1
Cc1cc(-c2nnc(CCC(=O)NC(C)c3cccc4ccccc34)o2)no1 (stereo unspecified)	13.3	-1.7	-5.9	-0.1	-0.3	-31.6	-0.9	i	6.2	3.3
O=C(CNC1CCCCC1)NCC1(c2ccccc2)CCCC1	10.2	-1.1	-10.3	-2.6	-1.2	23.9	-2.8	i	-6.4	-2.5
COc1ccccc1C(=O)N1CCN=C1SCc1cccnc1	13.0	-0.1	5.4	0.0	-1.5	-5.1	2.0	i	-0.5	4.8
Cc1cc(C)nc(N2CCC(C(=O)NCc3cccc(C(F)(F)F)c3)CC2)n1	11.3	-1.3	-7.2	-6.3	0.5	-6.9	1.0	i	-7.4	-7.9
